Screening data as filed in PubChem BioAssay.
Mtb BioA inh – inhibitors of Mycobacterium tuberculosis BioA enzyme | purified M. tuberculosis BioA enzyme, plate reader | inhibition, % at 9.99 µM | actives 0.096% (n = 360,000) | AID 602481; in the data active means inhibition above about 40%
Active calls of the source: *. These rows are one share of the data; count on the stated rates, not on these rows.

SMILES | Mtb BioA inh
CC=Cc1ccc2n(c1=O)C[C@@H]1[C@@H](CO)[C@H](C(=O)NCC3CC3)[C@H]2N1Cc1ccccc1F (mixture of isomers) | -1.1
N#C[C@@H]1N[C@@H](CO)[C@H]1c1ccc(C#CC2CCCC2)cc1 | -2.7
O=C(C[C@H]1CC[C@H]2[C@@H](COC[C@@H](O)CN2Cc2cccc(C(F)(F)F)c2)O1)NCCc1ccccc1 | -4.0
COCC#Cc1ccc2c(c1)O[C@@H](CN(C)C(=O)c1ccccc1F)[C@H](C)CN([C@H](C)CO)S2(=O)=O | 6.6
COCC(=O)Nc1ccc2c(c1)C(=O)N(C)[C@H]1CC[C@H](CC(=O)Nc3ccccc3)O[C@@H]1CO2 | 7.2
O=C(c1cccc(F)c1)N1CCCCN2[C@H](CO)[C@H](c3ccc(/C=C/c4ccccc4)cc3)[C@H]2C1 | 1.4
C[C@H](CO)N1C[C@H](C)[C@@H](CN(C)C(=O)CN(C)C)Oc2ncc(C#CC3(O)CCCC3)cc2C1=O | 0.3
COCC(=O)N(C[C@@H]1N[C@@H](CO)[C@H]1c1ccc(-c2cccnc2)cc1)C(C)C | 1.4
C[C@@H]1CCCCO[C@@H](CN(C)Cc2ccc(C(=O)O)cc2)[C@@H](C)CN([C@@H](C)CO)C(=O)c2cc(NS(=O)(=O)c3ccccc3)ccc2O1 | -2.3
O=C(C[C@H]1CC[C@H]2[C@@H](COC[C@H](O)CN2C(=O)c2cnccn2)O1)NCc1ccc(F)cc1 | -0.9
CC(C)NC(=O)Nc1cccc2c1O[C@H](CN(C)Cc1ccccc1)[C@@H](C)CN([C@@H](C)CO)C2=O | -0.5
N#C[C@H]1[C@@H](c2ccc(C#Cc3ccccc3F)cc2)[C@@H](CO)N1C(=O)C1CC1 | 1.4
O=C(C[C@@H]1C=C[C@H](NC(=O)c2ccc(F)cc2)[C@@H](CO)O1)NCCc1ccncc1 | 0.6
CN(C)C(=O)C[C@H]1CC[C@@H](NC(=O)Nc2cccc(F)c2)[C@H](CO)O1 | 2.5
Cc1noc(C)c1S(=O)(=O)Nc1ccc2c(c1)C(=O)N([C@H](C)CO)C[C@@H](C)[C@H](CN(C)Cc1ccc3c(c1)OCO3)OCCCC[C@H](C)O2 | -0.5
O=C(N[C@H]1C=C[C@@H](CC(=O)N2CCN(c3ccccc3)CC2)O[C@@H]1CO)c1ccncc1 | -1.6
COc1ccccc1S(=O)(=O)N1CC[C@@H]2[C@H]1c1cc(-c3ccc(C#N)cc3)ccc1N(C)[C@H]2CO | -0.7
O=C(N[C@@H]1CC[C@H](CCNS(=O)(=O)c2ccc(Cl)cc2)O[C@@H]1CO)c1cccnc1 | 5.5
C[C@@H]1CN([C@H](C)CO)C(=O)c2cc(NC(=O)CCC(F)(F)F)ccc2O[C@@H]1CN(C)Cc1ccc(C(F)(F)F)cc1 | 4.9
C[C@H]1CN([C@@H](C)CO)C(=O)c2cccc(NC(=O)C3CCCCC3)c2O[C@@H]1CN(C)S(C)(=O)=O | 0.2
COCC#Cc1ccc([C@H]2[C@H](CO)N3CCCCN(C(=O)Cc4ccccn4)C[C@@H]23)cc1 | 4.0
COc1ccc(NC(=O)N(C)C[C@H]2OCCCC[C@H](C)Oc3ccc(NS(=O)(=O)c4cccs4)cc3C(=O)N([C@H](C)CO)C[C@@H]2C)cc1 | -6.5
CCCC(=O)Nc1ccc2c(c1)OC[C@H](C)N(Cc1ccccc1F)C[C@H](C)[C@@H](OC)CN(C)C2=O | -0.7
CCN(C[C@@H]1N[C@@H](CO)[C@H]1c1ccc(-c2cccc(F)c2)cc1)C(=O)CN(C)C | 8.3

The final two compounds of the section before lead into the next.
SMILES | Mtb BioA inh
CCCC(=O)Nc1ccc2c(c1)OC[C@H](C)N(Cc1ccccc1F)C[C@H](C)[C@@H](OC)CN(C)C2=O | -0.7
CCN(C[C@@H]1N[C@@H](CO)[C@H]1c1ccc(-c2cccc(F)c2)cc1)C(=O)CN(C)C | 8.3
O=C(C[C@@H]1CC[C@H]2[C@@H](COC[C@@H](O)CN2S(=O)(=O)c2ccc(Cl)cc2)O1)NCCN1CCCC1 | 0.1
C/C=C/c1cnc2c(c1)C(=O)N([C@@H](C)CO)C[C@H](C)[C@H](CN(C)S(=O)(=O)c1ccccc1F)O2 | 3.2
C[C@H]1CN([C@@H](C)CO)S(=O)(=O)c2ccc(-c3cccnc3)cc2O[C@H]1CN(C)C(=O)c1cccc(F)c1 | -5.0
COCCNC(=O)c1cc2c(c(-c3cccc(-c4cccc(F)c4)c3)n1)[C@@H](CCO)N(S(=O)C(C)(C)C)C2 (stereo partly drawn) | 0.5
CCCN(C)C[C@@H]1Oc2ncc(-c3ccc(F)cc3)cc2C(=O)N([C@H](C)CO)C[C@@H]1C | -2.2
O=C(NCC[C@H]1CC[C@@H](NC(=O)C2CC2)[C@H](CO)O1)Nc1ccc(Cl)cc1 | 1.8
Cc1ccccc1S(=O)(=O)N1CC[C@H]2[C@H](CO)Nc3ccc(-c4ccccc4)cc3[C@H]21 | -4.7
CO[C@H]1CN(C)C(=O)c2ccc(NC(=O)C3CCC3)cc2OC[C@@H](C)N(C(=O)CN(C)C)C[C@@H]1C | -1.5
C[C@H]1CN([C@@H](C)CO)C(=O)Cc2cc(NC(=O)C3CCCCC3)ccc2O[C@@H]1CN(C)Cc1ccc2c(c1)OCO2 | 0.8
C[C@@H]1CCCCO[C@@H](CN(C)CC2CCCCC2)[C@H](C)CN([C@@H](C)CO)C(=O)c2cc(NS(=O)(=O)c3ccccc3)ccc2O1 | 2.6
COc1cccc(S(=O)(=O)N2CCCCN3[C@H](CO)[C@@H](c4ccc(-c5cccnc5)cc4)[C@@H]3C2)c1 | 6.5
CC(C)NC(=O)Nc1ccc2c(c1)C(=O)N([C@H](C)CO)C[C@H](C)[C@@H](CN(C)CC1CCCCC1)OCCCC[C@H](C)O2 | -0.6
O=C(Nc1ccccc1F)N1CCCCN2[C@@H](CO)[C@@H](c3ccc(C#Cc4ccccc4)cc3)[C@@H]2C1 | -10.0
C[C@H](CO)N1C[C@H](C)[C@@H](CN(C)S(=O)(=O)c2ccccc2)Oc2ccc(NC(=O)Nc3ccccc3)cc2CC1=O | -2.1
C[C@H](CO)N1C[C@H](C)[C@@H](CN(C)CC2CCOCC2)Oc2ncc(-c3ccc(C#N)cc3)cc2C1=O | 2.7
CN(C)CC#Cc1ccc([C@H]2[C@H](CO)N3CCCCN(C(=O)Nc4cc(F)ccc4F)C[C@@H]23)cc1 | 3.3
O=C(NC[C@H]1[C@@H](c2ccccc2)[C@H](CO)N1C(=O)Cc1cccnc1)C1CC1 | -1.9
COCc1cn(CC[C@@H]2CC[C@H](NC(=O)c3ccc(F)cc3)[C@@H](CO)O2)nn1 | -0.8
C[C@@H]1CN([C@@H](C)CO)C(=O)c2cccc(NC(=O)Nc3ccc(C(F)(F)F)cc3)c2O[C@@H]1CN(C)S(C)(=O)=O | 1.8
C[C@@H]1CCCCO[C@@H](CN(C)S(=O)(=O)c2cccs2)[C@H](C)CN([C@H](C)CO)C(=O)c2cc(NS(=O)(=O)c3ccccc3)ccc2O1 | -2.2
CCCNC(=O)N[C@@H]1CC[C@@H](CC(=O)NCCc2ccccc2)O[C@H]1CO | -3.9
COc1cccc(C(=O)N2C[C@@H]3[C@H](c4ccccc42)[C@@H](CO)N3C(C)=O)c1 | -3.7
CCNC(=O)C[C@@H]1CC[C@@H]2[C@H](COc3ccc(NC(=O)c4cscn4)cc3C(=O)N2C)O1 | 1.9
CCC(=O)N(C)C[C@@H]1Oc2cc(C#CCN(C)C)ccc2S(=O)(=O)N([C@@H](C)CO)C[C@H]1C | -1.2
C[C@H](CO)N1C[C@H](C)[C@@H](CN(C)C)Oc2ccc(NC(=O)Nc3ccccc3)cc2CC1=O | 0.5
COCC(=O)N1CCCCN2[C@H](CO)[C@@H](c3ccc(-c4ccc(F)cc4)cc3)[C@H]2C1 | -0.4
CO[C@@H]1CN(C)C(=O)c2ccc(NC(=O)C3CC3)cc2OC[C@H](C)N(C(=O)c2ccncc2)C[C@H]1C | -0.6
C[C@@H]1CN([C@H](C)CO)C(=O)c2cc(-c3cncnc3)cnc2O[C@H]1CN(C)C(=O)CN1CCOCC1 | -2.3
O=C(NCC[C@@H]1CC[C@H](NC(=O)c2cccnc2)[C@H](CO)O1)Nc1ccc(C(F)(F)F)cc1 | -1.3
O=C(C[C@@H]1CC[C@@H]2[C@H](COC[C@@H](O)CN2Cc2cccc(Cl)c2)O1)NCC1CCCCC1 | 1.4
CCS(=O)(=O)NCC[C@@H]1CC[C@@H](NS(=O)(=O)c2ccccc2C)[C@@H](CO)O1 | -3.2
CCCN1[C@@H]2c3ccc(C4=CCCC4)c(=O)n3C[C@H]1[C@H](CO)[C@H]2C(=O)NCCOC | -0.3
O=C(C[C@@H]1C[C@H]2c3cc(NC(=O)CC4CC4)ccc3O[C@H]2[C@@H](CO)O1)NCCc1ccccc1 | -0.2
O=C(Nc1ccccc1F)N[C@@H]1CC[C@@H](CCNC(=O)C2CCOCC2)O[C@H]1CO | 1.7
CO[C@@H]1CC[C@@H]2CCOc3ccc(C#N)cc3C(=O)N(C)C[C@H](C)C(=O)N(C)C[C@@H]1O2 | 0.3
CC(C)OC(=O)N(C)C[C@H]1OCc2cn(nn2)CCCC(=O)N([C@@H](C)CO)C[C@H]1C | 0.1
C[C@H]1CN([C@@H](C)CO)C(=O)c2cc(C#CCc3ccccc3)cnc2O[C@@H]1CN(C)Cc1ccccn1 | 3.4
CCS(=O)(=O)Nc1ccc2c(c1)C(=O)N(C)[C@@H]1CC[C@@H](CC(=O)N3CCCCC3)O[C@H]1CO2 | -2.0
C[C@@H]1CN([C@@H](C)CO)C(=O)c2cccc(NC(=O)C3CCCCC3)c2O[C@H]1CN(C)C(=O)Nc1ccccc1 | 0.3
C[C@@H]1CN([C@@H](C)CO)C(=O)c2cc(NC(=O)Nc3ccc(C(F)(F)F)cc3)ccc2O[C@@H](C)CCCCO[C@H]1CN(C)Cc1ccc(Cl)c(Cl)c1 | -4.9
C[C@@H]1CN([C@@H](C)CO)C(=O)c2cc(C#CCN(C)C)cnc2O[C@H]1CN(C)C(=O)c1cnccn1 | -1.1
CC(C)C#Cc1ccc([C@H]2[C@@H](CO)N(C(=O)c3ccccn3)[C@H]2C#N)cc1 | 0.8
C[C@H]1CN([C@@H](C)CO)C(=O)c2cc(-c3cccc(C(=O)N(C)C)c3)cnc2O[C@@H]1CN(C)C | -0.6
COc1ccc(S(=O)(=O)Nc2cccc3c2O[C@@H](CN(C)C(=O)Nc2ccc(C(F)(F)F)cc2)[C@@H](C)CN([C@@H](C)CO)C3=O)cc1 | -0.8
C[C@H](CO)N1C[C@H](C)[C@@H](CN(C)CC2CCCCC2)Oc2ccc(NC(=O)Nc3ccccc3)cc2C1=O | 1.7
C[C@@H]1CN([C@@H](C)CO)C(=O)c2cc(NC(=O)Nc3ccc(F)cc3)ccc2O[C@@H]1CN(C)C(=O)NC1CCCCC1 | 3.9
CN1[C@H](C(=O)N2CCCCC2)[C@@H](CO)[C@@H]2Cn3c(ccc(/C=C/c4ccccc4)c3=O)[C@@H]21 | 2.6
Cc1noc(C)c1S(=O)(=O)Nc1ccc2c(c1)C(=O)N([C@@H](C)CO)C[C@H](C)[C@@H](CN(C)C(=O)Nc1ccccc1)OCCCC[C@@H](C)O2 | -2.1

Brought forward from above: 7 entries; new compounds follow.
SMILES | Mtb BioA inh
CC(C)C#Cc1ccc([C@H]2[C@@H](CO)N(C(=O)c3ccccn3)[C@H]2C#N)cc1 | 0.8
C[C@H]1CN([C@@H](C)CO)C(=O)c2cc(-c3cccc(C(=O)N(C)C)c3)cnc2O[C@@H]1CN(C)C | -0.6
COc1ccc(S(=O)(=O)Nc2cccc3c2O[C@@H](CN(C)C(=O)Nc2ccc(C(F)(F)F)cc2)[C@@H](C)CN([C@@H](C)CO)C3=O)cc1 | -0.8
C[C@H](CO)N1C[C@H](C)[C@@H](CN(C)CC2CCCCC2)Oc2ccc(NC(=O)Nc3ccccc3)cc2C1=O | 1.7
C[C@@H]1CN([C@@H](C)CO)C(=O)c2cc(NC(=O)Nc3ccc(F)cc3)ccc2O[C@@H]1CN(C)C(=O)NC1CCCCC1 | 3.9
CN1[C@H](C(=O)N2CCCCC2)[C@@H](CO)[C@@H]2Cn3c(ccc(/C=C/c4ccccc4)c3=O)[C@@H]21 | 2.6
Cc1noc(C)c1S(=O)(=O)Nc1ccc2c(c1)C(=O)N([C@@H](C)CO)C[C@H](C)[C@@H](CN(C)C(=O)Nc1ccccc1)OCCCC[C@@H](C)O2 | -2.1
CCCC#Cc1ccc([C@H]2[C@H](CO)N3CCCCN(C(=O)Cc4ccccn4)C[C@@H]23)cc1 | 0.0
COc1ccc(S(=O)(=O)Nc2ccc3c(c2)C(=O)N([C@H](C)CO)C[C@@H](C)[C@@H](CN(C)S(=O)(=O)c2ccccc2)O3)cc1 | 1.2
C/C=C/c1ccc2c(c1)O[C@@H](CN(C)C(=O)c1ccccc1F)[C@H](C)CN([C@@H](C)CO)S2(=O)=O | 4.7
[N-]=[N+]=Nc1ccccc1C[C@@]1(C(=O)N2CCCCC2)N=C(c2ccc(OCCCO)cc2)O[C@@H]1c1ccccc1 | -0.4
C[C@H]1CN([C@@H](C)CO)C(=O)c2cc(-c3ccc(C#N)cc3)cnc2O[C@@H]1CN(C)CC1CCOCC1 | 2.2
C[C@@H]1CN([C@H](C)CO)C(=O)c2cc(NC(=O)Nc3ccc4c(c3)OCO4)ccc2O[C@@H](C)CCCCO[C@@H]1CN(C)Cc1ccccc1 | -2.6
COc1ccc(NC(=O)N[C@@H]2CC[C@H](CC(=O)NC3CCCCC3)O[C@@H]2CO)cc1 | -0.9
N#C[C@@H]1[C@H](c2ccc(-c3cncnc3)cc2)[C@H](CO)N1C(=O)C1CCC1 | 0.8
O=C(C[C@H]1CC[C@@H](NS(=O)(=O)c2ccccc2)[C@@H](CO)O1)N1CCc2ccccc2C1 | -2.0
C[C@H](CO)N1C[C@H](C)[C@H](CN(C)S(C)(=O)=O)Oc2ccc(NC(=O)C3CC3)cc2CC1=O | -1.1
COCC(=O)N(C)C[C@H]1Oc2cc(C3=CCCC3)ccc2S(=O)(=O)N([C@@H](C)CO)C[C@@H]1C | 1.3
